BoNT A protease: blocks Botulinum neurotoxin A light chain protease. inhibition, % at 10 µM. hit rate 0.17% among 360,000. multiplex microsphere protease substrate cleavage, flow cytometry; in the data active = inhibition above about 30%; inconclusive = no clear call, values can overlap the other calls; also: plate controls were buffer without enzyme for full effect and enzyme alone for no effect
CCHFV vOTU inh: blocks the CCHF virus ovarian tumor domain protease | CCHFV vOTU protease, Pep-AMC fluorescence | inhibition, % at 11.5 µM | hit rate 0.55% among 370,000; also: 0% = vehicle wells with enzyme and 100% = no enzyme wells
Mtb BioA inh: blocks M. tuberculosis BioA enzyme activity. purified M. tuberculosis BioA enzyme, plate reader. inhibition, % at 9.99 µM. hit rate 0.096% among 360,000. AID 602481; in the data active = inhibition above about 40%; inconclusive = no clear call, values can overlap the other calls
Mtb UGM inh: inhibitors of M. tuberculosis UDP-galactopyranose mutase | P9WIQ1 | purified UGM, fluorescence polarization probe displacement | inhibition, % at 10 µM | hit rate 0.06% among 320,000 | AID 504406; in the data active = inhibition above about 10%, passing the limit was not always enough; inconclusive = no clear call, values can overlap the other calls
Target sequence (P9WIQ1 whole entry, looked up): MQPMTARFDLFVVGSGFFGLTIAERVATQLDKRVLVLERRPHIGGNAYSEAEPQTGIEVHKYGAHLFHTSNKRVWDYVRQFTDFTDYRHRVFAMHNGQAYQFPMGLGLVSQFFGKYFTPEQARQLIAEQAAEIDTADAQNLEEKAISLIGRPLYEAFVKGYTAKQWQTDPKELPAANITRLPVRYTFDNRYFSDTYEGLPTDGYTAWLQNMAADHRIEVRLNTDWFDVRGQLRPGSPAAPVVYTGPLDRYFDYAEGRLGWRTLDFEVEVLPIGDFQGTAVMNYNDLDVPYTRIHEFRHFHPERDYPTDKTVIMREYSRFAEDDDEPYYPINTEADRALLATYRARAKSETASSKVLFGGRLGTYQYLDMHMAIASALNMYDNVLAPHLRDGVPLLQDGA
FadD28 binding: M. tuberculosis FadD28 bisubstrate binding inhibition; FadD28 bisubstrate probe binding, fluorescence polarization; inhibition, % at 12.5 µM; hit rate 0.22% among 360,000; AID 588549; in the data active = inhibition above about 8.5%, passing the limit was not always enough; inconclusive = no clear call, values can overlap the other calls
FBA Mtb inh: inhibitors of M. tuberculosis fructose-bisphosphate aldolase; P9WQA3; inhibition, % at 1 µM; hit rate 2.3% among 360,000; purified M. tuberculosis FBA, fluorescence read-out; in the data active = inhibition above about 27%;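 also: 0% = vehicle and 100% = reference inhibitor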
Target sequence (P9WQA3 whole entry, looked up): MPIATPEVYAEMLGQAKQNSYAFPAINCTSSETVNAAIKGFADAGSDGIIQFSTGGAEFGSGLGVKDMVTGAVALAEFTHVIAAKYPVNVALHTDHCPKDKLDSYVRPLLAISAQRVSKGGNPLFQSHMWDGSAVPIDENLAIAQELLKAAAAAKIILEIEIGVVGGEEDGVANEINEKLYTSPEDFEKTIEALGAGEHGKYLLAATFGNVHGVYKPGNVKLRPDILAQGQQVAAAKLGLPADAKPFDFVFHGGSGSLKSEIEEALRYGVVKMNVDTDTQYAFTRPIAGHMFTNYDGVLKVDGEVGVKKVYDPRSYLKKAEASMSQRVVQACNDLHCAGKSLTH
BoNT F protease: blocks Botulinum neurotoxin F light chain protease | hit rate 0.22% among 360,000 | inhibition, % at 10 µM | Multiplex microsphere protease cleavage assay, flow cytometry; in the data active = inhibition above about 35%, passing the limit was not always enough; inconclusive = no clear call, values can overlap the other calls; also: plate controls were buffer without enzyme for full effect and enzyme alone for no effect
GDH-TPI counter: GDH-TPI coupled enzyme inhibition counter-screen | inhibition, % at 4.8 µM | GDH-TPI coupled enzyme counterscreen, NADH absorbance | hit rate 1.2% among 360,000;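 also: 0% = DMSO wells and 100% = wells lacking the enzyme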
PrPC surface inh: cell surface PrPC inhibition, primary TR-FRET screen; P04156; TR-FRET read-out; inhibition, % at 13.8 µM; hit rate 0.43% among 370,000; in the data active = inhibition above about 24%; also: 0% = median of the test wells and 100% = reference compound wells
An asterisk follows results filed as active; u = inconclusive; x = no result given. Rule as the data show it, unless noted: active = inhibition above about 30%; inactive = the rest.

Each structure is followed by: BoNT A protease	CCHFV vOTU inh	Mtb BioA inh	Mtb UGM inh	FadD28 binding	FBA Mtb inh	BoNT F protease	GDH-TPI counter	PrPC surface inh
(1) Cc1ccc(CNC(=O)C2CCN(S(=O)(=O)N3CCOCC3)CC2)cc1
  -0.5	-17	-0.7	0.6	-1.8	5	-1	4	5
(2) Cc1cccc(C(=O)NNC(=O)c2cccc(C)c2)c1
  -0.5	-9	-0.8	-0.7	0.4	0	-5	7	-6
(3) CCN(CC)c1ccc(/C=N/NC(=O)Nc2ccccc2)cc1
  0.0	-5	x	1.2	-1.5	15	0	32*	7
(4) CCOC(=O)N1CCN(CC(O)COCc2ccc(Cl)cc2)CC1 (stereo not drawn)
  -0.7	8	0.8	x	-0.7	4	0	-4	-1
(5) COc1cccc(NC(=O)C2CCN(S(=O)(=O)c3ccccc3)CC2)c1
  2.6	-10	5.4	1.5	-1.9	6	11	6	7
(6) CC(=O)NC(C)(c1ccccc1)c1nc(-c2ccc(F)c(Cl)c2)cs1 (stereo not drawn)
  0.4	10	3.2	x	-1.1	-2	0	1	3
(7) O=C(O)CSCC(=O)N1CCc2c([nH]c3ccccc23)C1C(F)(F)F (stereo not drawn)
  -1.4	3	0.3	0.7	-0.2	-2	32	0	3
(8) CCOC(=O)c1cc(-c2ccc(F)cc2)nc2c1c(=O)[nH]c(=O)n2Cc1ccccc1
  5.2	-7	-1.7	2.3	-0.6	3	7	4	4
(9) COc1ccccc1/C=N/NC(=O)CC(=O)NCCc1ccccc1
  -1.0	-1	-1.2	1.7	-2.1	1	-2	7	-7
(10) NNC(=O)c1c[nH]c2ccc(OCc3ccccc3)cc12
  3.6	-9	x	1.6	-3.4	-1	u	13	4
(11) COCCNC(=O)C1CCC(=O)N(c2ccc(OC)cc2)C1c1ccc(OC)c(OC)c1 (stereo not drawn)
  0.5	-1	-1.1	4.3	1.6	1	7	8	0
(12) CCc1c(C)c(C#N)c2nc3ccccc3n2c1NCCN(C)C
  6.6	-9	x	0.6	-4.0	9	7	1	-16
(13) CCOc1ccc2nc(SCC(=O)NCc3ccc(OC)c(OC)c3)[nH]c2c1
  0.0	3	-0.6	-3.5	0.1	-2	-2	1	4
(14) CCOC(=O)C1=C(C)NC(=O)NC1c1ccc(OC(C)C(=O)O)c(OC)c1 (stereo not drawn)
  -0.4	-12	-1.4	-1.1	0.2	1	-8	8	-4
(15) CC(C)CCN(C(=O)CCSc1ccc(F)cc1)c1c(N)n(Cc2ccccc2)c(=O)[nH]c1=O
  u	4	-1.6	-0.5	0.7	1	u	-10	1
(16) O=C(/N=C1\NC(=O)C(F)(C(F)(F)F)S1)NC1CCCCC1 (stereo not drawn)
  -0.1	4	-0.8	-1.1	0.7	-4	1	6	4
(17) CSc1ccc(Cn2c(C)c(C(=O)NCc3ccc4c(c3)OCCO4)sc2=O)cc1
  -1.9	-1	0.2	x	-6.3	-1	-21	-1	10
(18) Cc1cccc2c(C(=O)Nc3ccc(Br)cc3)cc(-c3ccccn3)nc12
  -0.1	17	x	-1.4	-0.5	4	-3	4	-5
(19) COc1ccc(Cc2cnc(N)s2)cc1
  -0.4	-4	x	0.3	-2.5	2	-4	1	7
(20) Cc1cc(C)c2c(n1)SCC(=O)N2CC(=O)Nc1ccc(C)c(C)c1
  0.5	-1	-3.4	x	-3.8	-1	-4	1	-1
(21) O=C(CNC(=O)c1cccc(Br)c1)N/N=C/c1cn[nH]c1-c1ccccc1
  -0.2	10	x	-1.1	-0.7	-1	-6	1	-5
(22) CC(=O)Nc1ccccc1OC(=O)N1CCOCC1
  0.4	1	-0.1	0.4	-1.4	-1	-10	11	-6
(23) NNC(=S)Nc1ccc(S(=O)(=O)N2CCOCC2)cc1
  -1.4	-15	0.2	2.7	-3.5	0	-7	11	-3
(24) O=C(COC(=O)c1c[nH]c(=O)[nH]c1=O)Nc1cccc([N+](=O)[O-])c1
  5.7	-23	-0.3	0.5	-1.5	1	u	2	-7
(25) O=C(CSc1nc(-c2ccccc2)cs1)Nc1ccccc1[N+](=O)[O-]
  0.2	1	x	-1.4	1.3	-2	-3	9	-7
(26) COC(=O)C1=C(CSc2nc3c(cc2C#N)CN(C)CC3)OC(N)=C(C#N)C1c1ccc(F)cc1 (stereo not drawn)
  5.8	5	-7.6	3.3	-1.1	6	-24	8	3
(27) COc1cccc(CN(CC2CCCO2)S(=O)(=O)c2ccc(S(=O)(=O)N(C)C)cc2)c1 (stereo not drawn)
  2.5	2	-2.6	3.0	0.1	2	1	3	-3
(28) COCCn1c(Cc2ccccc2)nnc1SCC(=O)NC(C)(C)C
  -0.1	14	-0.9	0.3	-0.6	1	6	12	4
(29) Cc1cc(Cl)c(OCCn2ccnc2)c(Br)c1
  u	0	1.3	0.7	-1.7	0	u	0	1
(30) CN(CCO)c1cc(N2CCC3(CC2)OCCO3)c2nonc2c1[N+](=O)[O-]
  -0.2	21	x	-1.0	-1.7	-25	0	8	-44

Arranged by heavy-atom count (ascending): part of the list above
Each structure is followed by: BoNT A protease	CCHFV vOTU inh	Mtb BioA inh	Mtb UGM inh	FadD28 binding	FBA Mtb inh	BoNT F protease	GDH-TPI counter	PrPC surface inh
(22) CC(=O)Nc1ccccc1OC(=O)N1CCOCC1
  0.4	1	-0.1	0.4	-1.4	-1	-10	11	-6
(27) COc1cccc(CN(CC2CCCO2)S(=O)(=O)c2ccc(S(=O)(=O)N(C)C)cc2)c1 (stereo not drawn)
  2.5	2	-2.6	3.0	0.1	2	1	3	-3
(26) COC(=O)C1=C(CSc2nc3c(cc2C#N)CN(C)CC3)OC(N)=C(C#N)C1c1ccc(F)cc1 (stereo not drawn)
  5.8	5	-7.6	3.3	-1.1	6	-24	8	3

The results go on.
Each structure is followed by: BoNT A protease	CCHFV vOTU inh	Mtb BioA inh	Mtb UGM inh	FadD28 binding	FBA Mtb inh	BoNT F protease	GDH-TPI counter	PrPC surface inh
(31) C#CCN1C(C)=C(C(=O)OC)C(c2cccc([N+](=O)[O-])c2)C(C(=O)OCC)=C1C (stereo not drawn)
  0.8	4	-1.1	-1.2	-1.7	3	7	7	2
(32) COc1ccc([N+](=O)[O-])cc1NC(=O)C(C)OC(=O)CC1CCCC1 (stereo not drawn)
  0.5	5	6.2	0.9	-3.5	-1	-3	5	-24
(33) CCCCNC(=S)NCCN1CCN(C(=S)NCCCC)CC1
  0.0	9	0.0	0.9	-0.3	1	-4	7	1
(34) Cc1ccc([N+](=O)[O-])cc1N(CC(=O)NCC1CCCO1)S(C)(=O)=O (stereo not drawn)
  -0.3	-10	x	-2.9	-0.6	0	2	0	-1
(35) CSc1ncccc1C(=O)OCC(=O)NC(N)=O
  -0.7	-6	-2.3	0.3	0.3	0	-4	6	-2
(36) CCO[C@H]1OC(C(N)=O)=C[C@@H](c2ccccc2)[C@@H]1CCCO
  -0.3	-3	0.0	1.2	-0.2	2	-1	9	2
(37) CC1=C(C#N)C(Nc2ccc(Cl)cn2)(C(F)(F)F)C(=O)N1 (stereo not drawn)
  0.4	-6	x	-0.1	-3.6	1	7	11	3
(38) CC1=C(C(=O)Nc2cccc(C)n2)C(c2ccc3c(c2)OCO3)C2=C(CC(c3ccco3)CC2=O)N1 (stereo not drawn)
  -0.3	-2	x	x	-2.1	8	-7	5	-4
(39) CCOc1ccccc1CN1CCN(Cc2cccc3c2OCO3)CC1CCO (stereo not drawn)
  -0.2	-9	x	0.3	-1.4	3	-4	-1	-3
(40) Cc1ccc(C)c(N2CCN(C(=O)CCCN3C(=S)NC(C)(C)CC3C)CC2)c1 (stereo not drawn)
  -0.4	-6	7.7	4.6	1.1	-1	-4	15	11
(41) O=C(CSc1ncnc2c1oc1ccccc12)c1cccs1
  -0.5	9	x	4.3	-3.3	-6	-9	11	15
(42) O=C(COC(=O)Cc1ccccc1)NNC(=O)c1ccc([N+](=O)[O-])cc1
  -0.1	-2	-1.4	-0.7	-2.3	3	4	19	-32
(43) CCOC(=O)c1sc(=S)n(-c2ccc(C)cc2)c1N
  -3.8	3	-2.1	0.2	-0.5	-1	-18	20	-17
(44) CCOCCn1c(CN2CCN(C(=O)c3ccco3)CC2)nc2c1c(=O)n(C)c(=O)n2C
  -0.6	11	-0.3	-6.6	-1.6	5	-17	-3	-10
(45) O=C(NCc1cccs1)C1CC(=O)N(C2CCCC2)C1 (stereo not drawn)
  -0.2	-4	-5.2	2.2	-0.9	2	0	13	8

4 compounds from above, reduced to Mtb BioA inh, PrPC surface inh and BoNT F protease.
no. | canonical_smiles | Mtb BioA inh | PrPC surface inh | BoNT F protease
40 | Cc1ccc(C)c(N2CCN(C(=O)CCCN3C(=S)NC(C)(C)CC3C)CC2)c1 (stereo not drawn) | 7.7 | 11 | -4
41 | O=C(CSc1ncnc2c1oc1ccccc12)c1cccs1 | x | 15 | -9
42 | O=C(COC(=O)Cc1ccccc1)NNC(=O)c1ccc([N+](=O)[O-])cc1 | -1.4 | -32 | 4
43 | CCOC(=O)c1sc(=S)n(-c2ccc(C)cc2)c1N | -2.1 | -17 | -18

(continued)
Each structure is followed by: BoNT A protease	CCHFV vOTU inh	Mtb BioA inh	Mtb UGM inh	FadD28 binding	FBA Mtb inh	BoNT F protease	GDH-TPI counter	PrPC surface inh
(46) O=C(CN1C(=O)c2cccc([N+](=O)[O-])c2C1=O)NNC(=O)c1ccc(F)cc1
  0.7	-10	-0.4	0.5	-2.9	1	-1	-18	6
(47) COc1ccc(-n2nnnc2SCC(=O)Nc2ccccc2N2CCOCC2)cc1
  -0.6	0	x	0.3	-1.3	-5	-3	-2	-3
(48) C[C@H](CO)N1C[C@H](C)[C@@H](CN(C)C(=O)Nc2ccc(C(F)(F)F)cc2)Oc2c(NS(=O)(=O)c3ccccc3)cccc2C1=O
  -0.2	11	1.4	-0.9	2.3	0	2	3	-4
(49) COC(=O)Cn1cnc(C(=O)Nc2ccc(C)c(C)c2)n1
  -0.1	14	0.4	x	-4.2	-1	4	-7	4
(50) O=C(/C=C/c1ccccc1Cl)NCCCn1ccnc1
  -1.6	-7	1.6	-1.4	-3.3	-1	u	10	5
(51) O=C(O)CSc1nnc(-c2ccncc2)n1CCc1ccccc1
  -5.4	1	-0.9	-0.7	-1.0	4	-6	-2	-5
(52) Cc1ccc(F)cc1C(=O)N1CCCCC1c1cc(C(=O)Nc2ccc(F)c(Cl)c2)no1 (stereo not drawn)
  -0.4	8	1.1	x	-5.3	-3	-4	5	1
(53) O=C1/C(=C/c2ccccc2F)SC(=S)N1CCC(=O)N1CCCCC1CCO (stereo not drawn)
  -0.8	17	-1.3	-3.8	-1.8	0	4	17	-3
(54) Cc1ccc(C)c2[nH]c(=O)c(CN(Cc3nnnn3C3CCCCC3)CC3CCCO3)cc12 (stereo not drawn)
  0.7	-14	0.2	-0.9	-1.4	11	7	16	0
(55) O=c1[nH]ncc(N/N=C\c2cccs2)c1Cl
  0.1	30*	x	0.2	-2.1	-4	0	36*	-21
(56) Cc1ccc(CN2CCN(/N=C/c3cccnc3)CC2)cc1
  -0.3	-10	5.5	0.3	0.8	1	2	8	2
(57) O=C(CCc1ccccc1)NN1C(=O)C2C3C=CC(O3)C2C1=O (stereo not drawn)
  -0.6	6	x	-1.6	-2.8	0	-3	-2	-4
(58) O=C(CN1CCN(Cc2ccccc2F)C1=O)NCCN1CCOCC1
  -0.1	-6	-1.0	-0.2	0.4	-2	5	-14	3
(59) COc1ccc2nc(Nc3nc(C)c(C(C)=O)s3)sc2c1
  0.1	4	0.7	0.6	-1.3	0	-2	4	-1
(60) CCOc1ccc(/C=C2\CCc3ccccc3C2=O)cc1
  -1.7	4	x	1.0	-2.7	0	-1	2	1

Assay outcomes deposited in PubChem by several laboratories.
